Screens as filed in PubChem.
USP7 inh – human USP7 deubiquitinase inhibition; purified USP7, Ub-rhodamine cleavage fluorescence; inhibition, % at 20 µM; 47,000 compounds, 0.3% hits; AID 1645854
USP17 block – inhibitors of human USP17 deubiquitinase; A8MUK1; purified USP17, Ub-rhodamine cleavage fluorescence, 3 h; inhibition, % at 50 µM; AID 1645855; 47,000 compounds, 6.5% hits
USP28 inh – human USP28 deubiquitinase inhibition; AID 1645857; 47,000 compounds, 3% hits; Q96RU2; inhibition, % at 25 µM; purified USP28, Ub-rhodamine cleavage fluorescence, 30 min
USP30 block – inhibitors of human USP30 deubiquitinase; purified USP30, Ub-rhodamine cleavage fluorescence; 47,000 compounds, 5.3% hits; inhibition, % at 25 µM
OTUD3 inh – blocks human OTUD3 ubiquitin-rhodamine cleavage; purified OTUD3, Ub-rhodamine fluorescence, 2 h; inhibition, % at 25 µM; 47,000 compounds, 0.7% hits; AID 1645858
Target sequence (Q5T2D3 whole entry, looked up): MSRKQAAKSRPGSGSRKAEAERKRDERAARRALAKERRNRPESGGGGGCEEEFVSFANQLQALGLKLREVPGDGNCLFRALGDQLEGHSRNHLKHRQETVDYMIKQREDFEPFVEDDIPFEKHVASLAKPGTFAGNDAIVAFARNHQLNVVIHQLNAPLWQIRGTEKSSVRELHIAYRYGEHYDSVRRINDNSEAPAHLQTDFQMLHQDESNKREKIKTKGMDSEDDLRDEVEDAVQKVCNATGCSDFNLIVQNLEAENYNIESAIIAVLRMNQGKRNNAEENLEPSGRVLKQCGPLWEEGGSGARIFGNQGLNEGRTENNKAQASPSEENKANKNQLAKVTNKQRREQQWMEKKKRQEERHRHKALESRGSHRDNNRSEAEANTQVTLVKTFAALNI
USP10 block – blocks human USP10 ubiquitin-rhodamine cleavage. Q14694. purified USP10, Ub-rhodamine fluorescence, 60 min. inhibition, % at 20 µM. 47,000 compounds, 1.1% hits. AID 1645856
UCHL1 inh – inhibitors of human UCHL1 deubiquitinase; inhibition, % at 20 µM; P09936; 47,000 compounds, 0.2% hits; purified UCHL1, Ub-rhodamine cleavage fluorescence
Target sequence (P09936 whole entry, looked up): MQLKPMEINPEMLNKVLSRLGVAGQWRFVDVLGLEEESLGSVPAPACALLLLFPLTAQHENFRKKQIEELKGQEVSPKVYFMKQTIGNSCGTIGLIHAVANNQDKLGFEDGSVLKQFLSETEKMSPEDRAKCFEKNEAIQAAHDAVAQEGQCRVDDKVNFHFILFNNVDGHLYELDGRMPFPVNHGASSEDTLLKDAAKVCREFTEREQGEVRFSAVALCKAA
USP8 inh – inhibitors of human USP8 deubiquitinase; P40818; purified USP8, Ub-rhodamine cleavage fluorescence, 30 min; inhibition, % at 20 µM; 47,000 compounds, 4.2% hits
* marks the source's active call; other numbers are inactive results; i = inactive; . = not tested or not shown. No stated cut-off is given here; in the data, active means inhibition above about 30%; inactive means the rest.

smiles	USP7 inh	USP17 block	USP28 inh	USP30 block	OTUD3 inh	USP10 block	UCHL1 inh	USP8 inh
O=C(NCc1ccncc1)c1nnn(-c2ccc(F)cc2)c1-c1ccncc1	1	-1	-8	-3	5	3	-1	5
COc1cccc(C(=O)N(CCc2ccccc2)C2CCN(CCc3ccc(Cl)cc3)CC2)c1	5	-3	-6	-21	-2	4	1	-12
COc1ccc(NC(=O)C2[C@@H]3C(=O)N(C4CCCCC4)C(=O)[C@@H]3[C@H]3c4ccccc4C=CN23)cc1 (stereo partly drawn)	-55	60*	13	-60	-5	-16	-83	78*
Cc1cccc(N2CCN(C(=O)NCc3ccccc3)CC2)c1C	-27	20	4	16	10	1	3	3
COCC(=O)N1CCCC1c1cccc(Nc2cccc(C)n2)n1 (stereo not drawn)	-1	-1	.	.	-6	1	0	3
O=C(Nc1ccccc1C(F)(F)F)N1CCC(c2nc(-c3cccs3)no2)CC1	-2	-7	-6	0	-2	-1	1	-1
COCC(=O)N1CCC(c2cc(-c3ccnn3C)nc(C)n2)CC1	-2	-1	-10	-3	-2	0	-3	-3
CC(Nc1ncnc2c1sc1nc(N3CCOCC3)c3c(c12)CCC3)c1ccccc1 (stereo not drawn)	1	51*	-1	-9	-5	-1	1	1
CCOC(=O)c1ccccc1NC(=O)CSc1cn(CC(=O)N2CCC(C)CC2)c2ccccc12	13	21	.	.	2	8	8	6
O=C(Cc1cccc(Cl)c1)N1CCC(c2[nH]nc3nccnc23)CC1	-19	-12	-6	-7	-6	0	-2	-86
O=C(CN1CCN(Cc2ccc3c(c2)OCO3)CC1)Nc1ccc(Cl)cc1C(=O)c1ccccc1	-75	11	8	-8	1	3	8	6
CC(CCC(=O)O)[C@H]1CCC2C3CC[C@@H]4C[C@H](O)CC[C@]4(C)C3C[C@H](O)[C@@]21C (stereo partly drawn)	-2	2	3	25	5	5	8	4
Cc1ccc2c(=O)c3c([nH]c2c1C)CCN(CC(=O)Nc1ccccc1)C3	-4	3	1	-2	4	-7	-6	2
CC1=C(C(=O)OC2CCCC2)C(c2cccc(F)c2F)CC(=O)N1 (stereo not drawn)	-38	0	-3	16	-2	-1	2	-3
CCn1cc(C(=O)N2CCC(c3cc(=O)n4[nH]c(C)cc4n3)CC2)cn1	3	-3	1	2	8	4	3	6
COc1ccc2nc(C(=O)NC3CCCCCC3)cn2n1	-1	0	-3	4	-4	1	0	0
CCc1noc(-c2c(C)[nH]c(C)c2S(=O)(=O)NCc2ccccc2)n1	-2	-12	-12	-28	-8	-6	0	-11
c1ccc(C(Nc2ncnc3sccc23)c2ccco2)cc1 (stereo not drawn)	0	12	-27	-103	-11	-2	-13	-11
NC(N)=NCCCC(=O)N1C[C@@H]2c3nccn3-c3ccccc3[C@@H]2C1	1	3	7	22	7	0	0	-37
Cn1cc(CN2CCc3nc(-c4ccccn4)[nH]c(=O)c3C2)cn1	4	-40	-21	-17	2	-3	-3	-111
Cc1cc(O)cc(Oc2cc(C)cc(O)c2)c1	-16	4	19	30*	3	-9	-9	-65
Cc1cccc(-c2c(NC(=O)c3ccc(Cl)cc3Cl)n(C)c3ccccc3c2=O)c1	5	14	9	12	10	1	2	8
Clc1ccc(OCc2nn[nH]n2)c(Cl)c1	0	.	-10	0	-4	0	-2	-20
CCOC(=O)c1cnn(-c2ncnc3sc4c(c23)CCN(C(=O)OCC)C4)c1N	-8	-8	-8	-28	-1	-3	-1	-4
O=C(c1ccncc1)N1CCN(Cc2ccccc2C(F)(F)F)CC1	3	-3	2	13	6	-1	1	5
COc1cc(/C=C/C(=O)OCC(=O)Nc2ccc([N+](=O)[O-])cc2OC)ccc1O	34*	.	84*	66*	47*	51*	24	55*
O=S(=O)(NCCc1ccccn1)c1ccc(S(=O)(=O)N2CCCC2)cc1	-5	-12	-13	-6	-4	-1	-5	-15
O=C(Nc1nc2c(s1)CN(C(=O)/C=C/c1ccccc1Cl)CC2)c1cnccn1	6	-14	-3	-87	3	-8	3	-217
Cc1ccn2cc(C(=O)N(Cc3cccc(F)c3)Cc3ccc4c(c3)OCO4)nc2c1	8	0	19	13	13	0	5	15
CCc1cccc(NC(=O)C2=C(C)C(=O)OC23CCN(CC)CC3)c1	-3	-10	-7	-12	-11	-5	-4	-47
Cc1ccccc1NC(=O)Cn1ccc2ccn(Cc3ccccc3)c2c1=O	8	-4	-24	-62	-17	19	-4	49*
O=C(NCc1cnn2ccccc12)Nc1ccc2c(c1)OCO2	0	7	18	4	2	1	2	6

As entered above.
Cc1ccn2cc(C(=O)N(Cc3cccc(F)c3)Cc3ccc4c(c3)OCO4)nc2c1 – USP10 block: 0
CCc1cccc(NC(=O)C2=C(C)C(=O)OC23CCN(CC)CC3)c1 – USP10 block: -5
O=S(=O)(NCCc1ccccn1)c1ccc(S(=O)(=O)N2CCCC2)cc1 – USP7 inh: -5
O=C(NCc1cnn2ccccc12)Nc1ccc2c(c1)OCO2 – USP8 inh: 6

Marked active in USP7 inh, of those listed so far:
smiles	USP7 inh	USP17 block	USP28 inh	USP30 block	OTUD3 inh	USP10 block	UCHL1 inh	USP8 inh
COc1cc(/C=C/C(=O)OCC(=O)Nc2ccc([N+](=O)[O-])cc2OC)ccc1O	34*	.	84*	66*	47*	51*	24	55*

Returning to the listing; the 2 compounds before the break are reprinted first.
smiles	USP7 inh	USP17 block	USP28 inh	USP30 block	OTUD3 inh	USP10 block	UCHL1 inh	USP8 inh
Cc1ccccc1NC(=O)Cn1ccc2ccn(Cc3ccccc3)c2c1=O	8	-4	-24	-62	-17	19	-4	49*
O=C(NCc1cnn2ccccc12)Nc1ccc2c(c1)OCO2	0	7	18	4	2	1	2	6
N[C@@H](CC1=CCC=CC1)C(=O)O	0	0	-6	-32	-9	-7	-3	-11
O=C(/C=C/c1ccc(OCc2ccccc2)cc1)N1CCN(C(c2ccccc2)c2ccccc2)CC1	-6	-14	-18	-27	-6	-9	-4	0
CCNc1oc(-c2ccc(S(=O)(=O)N3CCCCC3)cc2)nc1C#N	7	63*	7	3	5	4	5	4
O=C(O)CC(CC(=O)Nc1ccc(Oc2ccccc2)cc1)c1ccccc1 (stereo not drawn)	-5	8	0	-2	0	4	-1	2
O=C(O)CC1SC(c2ccc3c(c2)OCO3)=NC1=O (stereo not drawn)	-4	-58	-9	-41	4	-6	-1	-223
O=C(Nc1cc(F)ccc1F)/C(=C/c1ccco1)n1nnnc1-c1ccccc1	-25	-40	-83	-281	-45	-8	-22	-9
COc1ccc(Cn2c(=O)[nH]c3cc(C(=O)NC4CCC(C)CC4)ccc3c2=O)cc1 (stereo not drawn)	10	6	5	21	13	18	3	14
COc1ccc(S(=O)(=O)c2cnc3cc(OC)c(OC)cc3c2NCc2ccccc2)cc1	6	0	-6	-1	-6	-9	3	-14
Cc1ccc(-n2nnc(C(=O)NCC3CCCO3)c2N)c(C)c1 (stereo not drawn)	1	5	2	0	4	0	0	10
CCc1cc2c(cc(C(=O)OC)n2CC(=O)Nc2ccccc2F)s1	4	6	-3	16	2	8	-2	0
Cc1nc(Cn2cc(-c3nc(C(=O)NC4CC4)c4ccccn34)nc2C)cs1	-49	-133	-112	i	-105	-9	-56	-73
CCCCS(=O)(=O)N1CCC2(CC1)CC2c1nnc(-c2cccc(F)c2)o1 (stereo not drawn)	3	-14	-5	9	0	-3	-3	-2
O=C1C=C(O)c2c(O)cccc2C1=O	-114	92*	51*	-28	14	14	23	79*
Cc1[nH]c2ccccc2c1C(=O)CN1CCCCC1CCO (stereo not drawn)	-2	-7	0	-34	0	-7	0	15
Cn1c(=O)c2c(nc(CN3CCN(c4ccccc4F)CC3)n2CCN2CCOCC2)n(C)c1=O	2	4	-8	0	-4	3	-3	0
CCOc1ccccc1-c1nc(-c2cn(Cc3cccc(F)c3)nn2)no1	8	9	13	23	15	12	6	4
Cc1oc(-c2ccccc2)nc1CN(C)S(=O)(=O)c1ccc(F)cc1	-9	26	26	28	16	5	4	14
CC1CCN(CCCN2C(=O)C3C(C(=O)Nc4ccc(C(C)C)cc4)C4C=CC3(O4)C2C(=O)NC2CCCCC2)CC1 (stereo not drawn)	-13	-6	-7	-1	-4	-1	0	-5
Cc1occc1C(=O)N1C[C@H](OCc2ccccn2)[C@H]2OCCC[C@H]21	-10	-33	-17	-65	-19	-2	-8	-83
O=C(O)CCC(=O)Nc1ccc(-c2cnc(-c3ccc(NC(=O)CCC(=O)O)cc3)nc2)cc1	4	-25	-17	0	0	2	1	0
N#Cc1ccc(S(=O)(=O)Nc2ccccc2Oc2ccccc2)cc1	-18	12	17	18	5	12	2	-9
CCn1nnc2c(N3CCCCC3)ncnc21	-8	-7	-2	8	1	1	-1	1
Cc1ccc(Cc2nnc(C(=O)NC(C)c3ccccc3)o2)cc1 (stereo not drawn)	-1	4	6	0	1	1	-4	0
CC(Cc1ccco1)NC(=O)c1cccc(NC(=O)c2nnc(C3CC3)s2)c1 (stereo not drawn)	-9	31*	0	-3	2	3	2	0

Some of the entries so far, as labelled records:
COc1cc(/C=C/C(=O)OCC(=O)Nc2ccc([N+](=O)[O-])cc2OC)ccc1O
  USP7 inh: 34*	USP17 block: .	USP28 inh: 84*	USP30 block: 66*	OTUD3 inh: 47*	USP10 block: 51*	UCHL1 inh: 24	USP8 inh: 55*
COc1cccc(C(=O)N(CCc2ccccc2)C2CCN(CCc3ccc(Cl)cc3)CC2)c1
  USP7 inh: 5	USP17 block: -3	USP28 inh: -6	USP30 block: -21	OTUD3 inh: -2	USP10 block: 4	UCHL1 inh: 1	USP8 inh: -12

Next section
smiles	USP7 inh	USP17 block	USP28 inh	USP30 block	OTUD3 inh	USP10 block	UCHL1 inh	USP8 inh
COc1ccc(-c2nc3[nH]c(=O)cc(NC(=O)Cc4ccccc4)n3n2)cc1	10	-60	-50	-111	-24	0	1	60*
O=c1c2cnc3nc(-c4cccnc4)nn3c2ccn1CCc1ccccc1	-1	51*	8	19	2	1	-1	6
O=C(CN1CCc2ccccc21)N1CCN(S(=O)(=O)c2ccc(Cl)cc2)CC1	-3	14	2	-33	-11	-4	1	12
Cc1cccc(CCNCc2c(C(=O)O)c(C)n(-c3ccccc3)c2C)c1	1	.	1	-32	1	-10	-5	22
COc1ccc(OC)c(C2c3[nH]c4ccccc4c3C[C@@H]3C(=O)N(C4CC4)CC(=O)N23)c1 (stereo partly drawn)	-14	-26	-17	-106	-25	0	-11	-26
CCC(C(=O)Nc1ccccc1)n1cnc2nc(N3CCCCC3)ncc2c1=O (stereo not drawn)	-5	-17	-16	-1	-8	0	-4	0
O=C(c1cccc(-c2nc(-c3ccccc3)no2)c1)N1CCCCC1	-41	-1	-7	5	3	-2	0	1
O=C(Nc1cnn(-c2ncc(N3CCCCC3)cn2)c1)c1ccncc1	-2	19	-2	-30	-6	-5	-2	-37

Outcome played no part in choosing rows (roughly 14% active in at least one column).
